GLP-1R inv ag = inverse agonists of human GLP-1 receptor; HEK293 GLP-1R CRE-luciferase, luminescence, 24 h; GLP-1R form is constitutively active; Potency, µM (top dose mostly 38.3 µM), for inactives: at the top dose activity change, negative = inhibition, usual class: inhibitors; P43220; 410,000 compounds, 1.6% hits; also: potency is read from the fitted curve at half-maximal effect; % is scaled to controls: 0 for no effect and ±100 for the full control effect; nearly all actives have a fitted effect of over 55% in size
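Inverse agonism was detected as reduced cAMP-driven luciferase luminescence after 24 h compound treatment. The cells were HEK293 clones expressing constitutively active human GLP-1R with the reporter. Reporter-only and GPR119 cell lines served as counterscreen controls.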
EPAC1 antagonist = blocks human EPAC1 exchange factor. Potency, µM (doses to about 115 µM), inactives show top-dose activity change, negative = inhibition, hits mostly inhibitors. AID 720709. O95398. 360,000 compounds, 0.14% hits. EPAC1 GEF assay, Rap1b-BODIPY-GDP exchange fluorescence;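 also: potency is read from the fitted curve at half-maximal effect; plate controls were vehicle for no effect and positive control for full effect; nearly all actives have a fitted effect of over 50% in size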
IL2 activator = activates IL-2 in a cell-based reporter assay; AID 652025; activation, % (series mostly up to about 46 µM); 360,000 compounds, 0.065% hits; IL-2 activation reporter assay, cell-based qHTS; stimulated with anti-CD3/CD4/CD28 beads; in transgenic mouse T cells; in the data active = activation above about 50%; inconclusive = mostly about 30% to 49%; also: 0% is about no effect
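Readout: EGFP and DsRed signals by fluorescent plate cytometry. Unstimulated transgenic mouse T cells received compound 60 min before antibody-bead stimulation, then incubated 18 h at 37 degrees C.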
PLK1 PBD block = inhibitors of human PLK1 polo-box domain binding | P53350 | Plk1 PBD binding of FITC phosphopeptide, fluorescence polarization | Potency, µM, for the others: max response, negative = inhibition, actives largely listed as inhibitors | 360,000 compounds, 2.8% hits | AID 720504; also: potency is read from the fitted curve at half-maximal effect; series mostly up to about 57 µM; % is scaled to controls: 0 for no effect and ±100 for the full control effect; nearly all actives have a fitted effect of over 65% in size
PI5P4K alpha inh = inhibitors of human PI5P4K alpha | AID 652105 | PI5P4Kalpha enzyme, ADP-Glo luminescence, 60 min; hits give low values | 330,000 compounds, 1.2% hits | max response, %; active = max response of -50% or lower; inconclusive = between -30% and -50%; inactive = -30% or higher; also: value at the top dose of about 77 µM; % is scaled to controls: 0 for no effect and ±100 for the full control effect
Target sequence (P48426 whole entry, looked up): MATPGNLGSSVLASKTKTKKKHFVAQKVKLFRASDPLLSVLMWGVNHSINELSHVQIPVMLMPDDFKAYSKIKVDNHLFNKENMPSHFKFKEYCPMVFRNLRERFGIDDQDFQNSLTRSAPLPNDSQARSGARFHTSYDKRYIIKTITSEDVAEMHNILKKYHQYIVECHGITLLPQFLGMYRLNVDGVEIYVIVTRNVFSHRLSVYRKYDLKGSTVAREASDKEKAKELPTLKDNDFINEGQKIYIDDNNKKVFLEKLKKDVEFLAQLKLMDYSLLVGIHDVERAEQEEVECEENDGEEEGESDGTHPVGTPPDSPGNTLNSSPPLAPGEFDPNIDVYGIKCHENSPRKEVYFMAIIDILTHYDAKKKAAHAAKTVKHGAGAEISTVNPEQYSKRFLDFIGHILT
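PI5P4Kalpha ADP-Glo assay; 5 microM ATP final; 60 min RT reaction; HEPES pH 7.4/EGTA/CHAPS, 5% DMSO; controls lacking substrate or enzyme; luminescent end-point.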
PTHR1 ag = activates the human parathyroid hormone receptor PTHR1; AID 743266; Potency, µM (highest dose often 115 µM), for the others: at the top dose activation, actives largely listed as activators; HEK293 GP2 PTHR1 cells, GloSensor cAMP luminescence, 1 h; 410,000 compounds, 0.075% hits; also: potency is read from the fitted curve at half-maximal effect; nearly all actives have a fitted effect of over 55% in size; some results filed as inactive show a strong effect at the top dose; inactives centre near -15; many of its hits are not listed in these tables
Target sequence (Q03431 whole entry, looked up): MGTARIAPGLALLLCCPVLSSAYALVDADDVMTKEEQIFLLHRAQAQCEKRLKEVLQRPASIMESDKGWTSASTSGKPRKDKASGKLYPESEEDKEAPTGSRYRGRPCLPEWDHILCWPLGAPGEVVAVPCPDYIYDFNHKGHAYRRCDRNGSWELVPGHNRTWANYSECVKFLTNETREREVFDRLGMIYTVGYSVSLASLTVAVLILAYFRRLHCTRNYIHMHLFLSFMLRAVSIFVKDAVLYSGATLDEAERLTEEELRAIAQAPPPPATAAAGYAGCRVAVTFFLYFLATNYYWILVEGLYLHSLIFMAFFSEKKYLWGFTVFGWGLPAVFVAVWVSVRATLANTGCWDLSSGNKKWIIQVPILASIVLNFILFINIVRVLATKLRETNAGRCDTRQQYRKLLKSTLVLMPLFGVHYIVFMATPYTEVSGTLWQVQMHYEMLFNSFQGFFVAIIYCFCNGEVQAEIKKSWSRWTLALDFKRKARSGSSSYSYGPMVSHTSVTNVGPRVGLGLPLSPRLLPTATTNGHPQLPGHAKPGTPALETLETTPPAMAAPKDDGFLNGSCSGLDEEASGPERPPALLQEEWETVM
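HEK-293-derived GP2 cells expressing PTHR1 and a GloSensor cAMP reporter, 3,000/well, plated overnight, given luciferin plus IBMX (each 0.5 mM as added) for 1 h at 37 °C, then compound for 1 h at 37 °C. Luminescence was read after 15 min at room temperature.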
GLP1R ag = activates the human GLP-1 receptor. P43220. Potency, µM (top dose mostly 45.6 µM), for the others: at the highest dose activation, usual class: activators. 380,000 compounds, 0.007% hits. HEK293 GLP-1R CRE-luciferase, luminescence, 4-6 h; cells express a hypersensitive GLP-1R form. AID 624172; also: potency is read from the fitted curve at half-maximal effect; % of control where 0% means no effect
GLP1R cytotox = cytotoxic in the GLP-1 receptor inverse agonist counter-screen; HEK293 cAMP-luciferase reporter cells, luminescence, 24 h; Potency, µM (top dose mostly 38.3 µM), for inactives: at the top dose activity change, negative = inhibition, usual class: inhibitors; 410,000 compounds, 0.13% hits; AID 624418;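 also: loss of luciferase light is scored as toxicity; potency is read from the fitted curve at half-maximal effect; % is scaled to controls: 0 for no effect and ±100 for the full control effect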
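Quantitative HTS format, 1536 wells, 200 cells/uL seeded. Compounds: 23 nL, 24 h, 37 °C. Detection: luciferase reagent, luminescence at 12 min RT; decreased signal taken as cytotoxic.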
EPAC1 ag = agonists of human EPAC1 | O95398 | EPAC1 agonist qHTS, biochemical assay; response scale: 100% = response to 6.5 mM cAMP | Potency, µM (highest dose often 154 µM), without a hit: at the highest dose activation, hits mostly activators | 360,000 compounds, 0.073% hits | AID 720707; also: potency is read from the fitted curve at half-maximal effect; nearly all actives have a fitted effect of over 60% in size
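Multi-concentration qHTS readout: loss of Rap1B-bound BODIPY-GDP fluorescence driven by 100 nM EPAC1 with excess GDP (50 uM), monitored kinetically at room temperature; agonist response expressed relative to 6.5 mM cAMP.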
Starred values were filed as active, the others as inactive; i = inactive; ? = inconclusive; / = no result given; & = joins results of further samples; [ ] = remark or other dose. Unless noted, calls follow the shape of the dose curve; as a rule, active = well fitted curve in the direction sought with a large enough effect; inconclusive = small, poorly fitted or top-dose-only effect, or another doubt; inactive = no such curve, though single readings can be large; an effect the other way counts as inactive or inconclusive. Some of the compounds tested; the hit share may differ from the screen's.

SMILES	GLP-1R inv ag	EPAC1 antagonist	IL2 activator	PLK1 PBD block	PI5P4K alpha inh	PTHR1 ag	GLP1R ag	GLP1R cytotox	EPAC1 ag
O=C(COC(=O)/C=C/c1cccc(Br)c1)NCc1ccco1	7%	1%	-0.4	-3%	4	-6%	1%	-18%	-7%
N#Cc1sc2nc(C3CC3)cc(-c3ccccc3)c2c1N	?	-11%	-0.7	4%	-1	-35%[inhibitor]	?	111%[activator]	10%
CN(C(=O)COC(=O)/C=C/c1cccc([N+](=O)[O-])c1)C1CCS(=O)(=O)C1 (stereo not given)	?	7%	-2.4	0%	6	i	4%	-15%	-2%
CCCNC(=O)c1ccc(S(N)(=O)=O)cc1	1%	37%[activator]	-0.2	-4%	5	i	9%	-4%	6%
O=C1NCCN(Cc2cccc(Oc3ccccc3)c2)C1CC(=O)N1CCCO1 (stereo not given)	-15%	0%	1.8	-1%	6	i	5%	6%	10%
CC1CC(C)CN(S(=O)(=O)c2ccc3c(c2)CCN3C(=O)CCC(=O)O)C1 (stereo not given)	-6%	-5%	-3.1	-19%	1	i	-1%	5%	-7%
CCOC(=O)c1ccc(N2C(=O)C(CC(=O)NC)N(CCc3ccc(OC)c(OC)c3)C2=S)cc1 (stereo not given)	?	-18%	1.4	-14%	4	i	18%	?	3%
Cc1ccc(C(=O)Nc2ccncc2)o1	3%	-7%	0.8	-1%	0	i	-8%	-4%	11%
CC1(C(=O)Nc2ccc3ccccc3c2)CCC(=O)N1CCOc1ccccc1 (stereo not given)	?	-20%	0.6	-3%	13	-5%	-3%	5%	0%
COc1ccc(C(=O)N/C(=C\c2cccc3ccccc23)C(=O)NCCc2c[nH]c3ccccc23)cc1OC	?	9%	0.4	0%	3	-5%	-23%	-9%	-9%
Cc1ccc(NS(=O)(=O)c2ccc3c(c2)NC(=O)CCS3)cc1F	-24%&-17%	?	-2.9	-25%	-4	-14%&-27%	-1%&-4%	-6%&-18%	1%
CCOC(=O)c1oc2ccccc2c1NC(=O)CN1CCOCC1	71%[activator]	-2%	-2.0	0%	7	i	19%	-2%	3%
CCOC(CC(=O)NNC(=O)c1c(-c2ccccc2Cl)noc1C)OCC	8%	9%	1.4	-20%	7	i	1%	1%	-2%
O=C(O)/C=C/c1cnc2ccccc2c1	-9%	-5%	-2.3	-8%	-10	i	-1%	-1%	-9%
CON1C(=O)C(=O)N(OC)C2CCCCC21 (stereo not given)	-1%	-5%	-1.4	-1%	/	i	15%	4%	4%
c1ccc(CNn2c(N3CCOCC3)nc3ccccc32)cc1	-26%	2%	1.4	-3%	-2	i	5%	-9%	5%
COc1cccc(NC(=O)c2cccc(C(=O)Nc3cccc(OC)c3)n2)c1	12%	5%	-3.1	3%	-4	i	-3%	4%	-4%
Cc1cccc(CN2CCC(n3nccc3NC(=O)c3ccccc3C)CC2)n1	1%	-3%	-3.7	0%	-1	i	-7%	-1%	3%
CCN(CC)S(=O)(=O)N1CCC(C(=O)NC2CCCc3ccccc32)CC1 (stereo not given)	0%	15%	-2.6	0%	/	i	3%	1%	-5%
NC(=O)c1cccc2ccccc12	3%	-10%	8.7	-12%	4	-3%	-1%	7%	-6%
COc1cc(N)c(Cl)cc1C(=O)OCC(=O)c1cccs1	16%	-21%	0.1	-20%	-15	-23%	19%	8%	7%
COc1ccc(CCn2ccc(O)c(Cc3ccc(Cl)cc3Cl)c2=O)cc1OC	-24%	-17%	1.0	-6%	1	-27%	5%	-2%	-3%
COc1ccc(/C=N\NC(=O)c2ccccc2F)cc1COc1ccc(F)cc1F	?	-18%	-3.8	3%	-5	-19%	?	?	6%
Nc1cc2sc(-c3ccc(C(=O)O)cc3)nc2cc1Cl	?	17%	3.0	-2%	?	i	-11%	/	-3%
COc1ccccc1-c1noc(-c2cccs2)n1	0%	12%	3.7	0%	/	-4%[57.5 µM]	-1%	-8%	-3%
Cc1ccc(CNC(=O)C2CCC(=O)N(CCc3ccccn3)C2)s1 (stereo not given)	21%	4%	0.2	0%	-5	-3%	5%	4%	-22%
CCCOc1ccc(-c2nn(-c3ccccc3)cc2C2NC(=O)NC(C)=C2C(=O)OC)cc1C (stereo not given)	1%	/	/	/	/	i	-1%	-4%	/
O=[N+]([O-])c1ccc(-n2cnc3ccccc32)c([N+](=O)[O-])c1	-20%	-11%	0.2	-4%	1	-7%	7%	-6%	7%
NCCCn1c(C(=O)c2cc(Cl)c(N)c(Cl)c2)c2ccc(C(F)(F)F)cc2[n+]1[O-]	?	-6%	-4.0	?	-1	i	0%	-9%	-4%
CCOC(=O)c1ccc(NC(=O)CSC(=S)N2CCOCC2)cc1	1%	-20%	-2.5	3%	0	-14%	7%	3%	-4%

Entries of single compounds, quoted from the list:
CCOC(=O)c1ccc(N2C(=O)C(CC(=O)NC)N(CCc3ccc(OC)c(OC)c3)C2=S)cc1 (stereo not given) reads GLP-1R inv ag = ?; EPAC1 antagonist = -18%; IL2 activator = 1.4; PLK1 PBD block = -14%; PI5P4K alpha inh = 4; PTHR1 ag = i; GLP1R ag = 18%; GLP1R cytotox = ?; EPAC1 ag = 3%
O=C(O)/C=C/c1cnc2ccccc2c1 reads GLP-1R inv ag = -9%; EPAC1 antagonist = -5%; IL2 activator = -2.3; PLK1 PBD block = -8%; PI5P4K alpha inh = -10; PTHR1 ag = i; GLP1R ag = -1%; GLP1R cytotox = -1%; EPAC1 ag = -9%
Cc1ccc(C(=O)Nc2ccncc2)o1 reads GLP-1R inv ag = 3%; EPAC1 antagonist = -7%; IL2 activator = 0.8; PLK1 PBD block = -1%; PI5P4K alpha inh = 0; PTHR1 ag = i; GLP1R ag = -8%; GLP1R cytotox = -4%; EPAC1 ag = 11%

(continued)
SMILES	GLP-1R inv ag	EPAC1 antagonist	IL2 activator	PLK1 PBD block	PI5P4K alpha inh	PTHR1 ag	GLP1R ag	GLP1R cytotox	EPAC1 ag
Cc1cccc(N2CCN(C(=O)c3ccc4nc(N5CCCCC5)sc4c3)CC2)c1C	?	6%	-1.9	-5%	-3	-38%[inhibitor]	9%	-2%	8%
CCCCn1c(N)c(N(CCOC)C(=O)COC(=O)COc2c(C)cccc2C)c(=O)[nH]c1=O	14%	-3%	-2.4	-8%	1	i	3%	-7%	2%
Cc1cccc(N2CCN(C(=O)C3CC(=O)N(c4ccc5c(c4)OCCO5)C3)CC2C)c1 (stereo not given)	?	-8%	-0.5	0%	-15	-37%[inhibitor]	-9%	-22%	-13%
CC(=O)NC(Cc1ccc(F)cc1)C(=O)NC1CCN(S(=O)(=O)c2ccccc2)CC1 (stereo not given)	-5%	-1%	0.7	-8%	-1	i	6%	-1%	0%
CCn1cc(CCC(=O)NCc2ccc(F)cc2)c2ccccc21	?	1%	0.1	24µM*	-2	-21%	7%	-28%&-11%	-6%
CCC(C)N(C(=O)COC(=O)c1cc([N+](=O)[O-])ccc1N)C1CCS(=O)(=O)C1 (stereo not given)	2%	-27%	-0.9	2%	-2	3%	-2%	-20%	-8%
C/C(Nc1ccc(Cl)cc1)=C(/C#N)C(N)=O	9%	5%	-0.2	1%	/	-10%[57.5 µM]	-2%	11%	2%
Cc1ccc(C)c(N2CCN(C(=O)C3CCCN(S(=O)(=O)c4ccc5c(c4)oc(=O)n5C)C3)CC2)c1 (stereo not given)	15%	/	/	/	/	-34%[inhibitor]	0%	-16%	/
Cc1ccc(S(=O)(=O)N2CCOCC2)cc1-c1n[nH]c(=S)n1-c1ccccc1	-2%	-9%	0.0	-6%	1	-24%	0%	-1%	12%
O=C(NCc1n[nH]c(=S)n1-c1cccc(Cl)c1)c1ccc(S(=O)(=O)N2CCCCC2)cc1	35%[activator]	7%	0.3	-8%	0	i	4%	-2%	-5%
Cc1ccc(NC(=O)N2CCC(C(=O)NCCC3=CCCCC3)CC2)cc1	-4%	12%	1.1	-3%	3	-13%[57.5 µM]	-5%	-14%	0%
CCOc1ccccc1NC(=O)c1cc(S(=O)(=O)N2CCN(CC)CC2)ccc1Cl	?	-3%	-2.1	-2%	-3	i	1%	5%	2%
Cc1cccc(C(=O)N[C@H](C(=O)Nc2nnc(C3CC3)s2)C(C)C)c1	-12%	3%	-1.8	-19%	3	i	-3%	12%	7%
COc1ccc(Cc2noc(CN(C)Cc3ccc(-n4cccn4)cc3)n2)cc1OC	3%	-26%	-0.5	1%	11	i	?	-20%	11%
Cn1c(NCC2CCCCC2)nc2cc(-c3ccsc3)sc2c1=O	10%	-19%	-0.7	-12%	-4	-18%	13%	3%	-4%
COc1cc(-c2c(C#N)c(N)nc(SCc3ccncc3)c2C#N)cc(OC)c1OC	-7%	-13%	-1.9	-5%	/	5%	10%	5%	27%
CC(=O)c1cc(CN2C(=O)c3ccccc3C2=O)cs1	10%	-7%	1.2	-25%	2	i	4%	-4%	6%
Cc1ccc(S(=O)(=O)N2C[C@H]3[C@H]4C(=O)N(c5ccccc5)C(=O)[C@H]4C[C@H](OC(=O)NC4CC4)[C@@]3(O)C2)cc1	0%	-4%	2.7	-23%	-2	-19%	-4%	4%	2%
Cc1ccc(S(=O)(=O)N2CCN(C(=O)c3ccc4nc[nH]c4c3)CC2)cc1	5%	-5%	0.7	-3%	-14	i	10%	-7%	1%
Cc1nnc(SCc2cc(=O)[nH]c(N3CCCCC3)n2)s1	2%	1%	-3.7	-5%	3	-2%[57.5 µM]	-10%	-13%	4%
Nc1c(Cl)ncnc1NCc1ccccc1	0%	0%	0.7	-1%	-1	-17%	1%	2%	-5%
CC(=O)c1ccc(N2CCN(C(=O)c3cc(-c4ccncc4)nc4ccc(Br)cc34)CC2)cc1	-18%	1%	-0.1	1%	-16	i	5%	-14%	7%
CSCCC(NC(=O)C1CCC(C)CC1)C(=O)NCCN1CCOCC1 (stereo not given)	2%	11%	-2.2	-2%	/	-7%[57.5 µM]	-9%	-7%	-6%
CCN1C[C@@H]2[C@@H]3C(=O)N(Cc4ccccc4)C(=O)[C@@H]3[C@](CC)(C(=O)OC)N2C1=NC1CCCCC1	1%	?	0.1	-12%	1	i	5%	-5%	-4%
O=C(O)c1cc2ccccc2c(=O)s1	0%	-10%	0.0	-9%	?	0%[57.5 µM]	1%	8%	7%
